Screening results deposited in PubChem BioAssay by National Center for Advancing Translational Sciences (NCATS).
Nrf2 inh – inhibitors of Nrf2 signaling | A549 ARE-Fluc reporter, luciferase luminescence, 18-24 h | Potency, µM (highest dose often 46 µM), inactives show at the top dose activity change, negative = inhibition, usual class: inhibitors | actives 2.1% (n = 360,000) | AID 504444; also: potency is read from the fitted curve at half-maximal effect; % is scaled to controls: 0 for no effect and ±100 for the full control effect; nearly all actives have a fitted effect of over 60% in size
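Two sequential reads on A549 ARE_Fluc cells exposed to compound for 18-24 h: a CellTiter-Fluor fluorescence read for viability, then a luciferase luminescence read for Nrf2/ARE activity.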
S2 tox – reduces viability in counter-screen for ATXN expression inhibitors | S2 cells (HEK-293 line with an ATXN2-luciferase reporter) viability, CellTiter-Fluor protease fluorescence, 24 h | Potency, µM (series often up to 56.7 µM), most hits filed as cytotoxic | actives 0.49% (n = 400,000); also: potency is read from the fitted curve at half-maximal effect; nearly all actives have a fitted effect of over 40% in size
A549 viability – kills or reduces viability of A549 cells in Nrf2 counter-screen; A549 ARE-Fluc cells, CellTiter-Fluor viability, 18-24 h; Potency, µM (series often up to 46 µM), for inactives: at the highest dose activity change, negative = cytotoxicity, actives largely listed as inhibitors; actives 0.16% (n = 390,000); AID 504648; also: potency is read from the fitted curve at half-maximal effect; % is scaled to controls: 0 for no effect and ±100 for the full control effect
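A549 ARE-Fluc cells in 5% FBS OPTI-MEM, 5000 cells/well, rested 2 h then exposed to compounds in concentration-response for 18-24 h at 37 °C. Viability by CellTiter-Fluor fluorescence (Ex 405/Em 525) after 30 min; luciferase luminescence (BugLite, 15 min, RT) read afterwards.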
Nrf2 ARE act – activates Nrf2 signaling | actives 0.31% (n = 410,000) | Potency, µM (doses to about 46.1 µM), inactives show top-dose activation, most hits filed as activators | AID 624171 | AREc32 ARE-luciferase reporter (MCF7-derived line), luminescence, 24 h; also: potency is read from the fitted curve at half-maximal effect; % of control where 0% means no effect; nearly all actives have a fitted effect of over 65% in size
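ARE-driven firefly luciferase activity in AREc32 cells measured after a 24 hr compound exposure at 37 deg C, using Steady-Glo reagent and a 30 min room-temperature hold.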
TGFb inhibitor – blocks TGF-b signaling; Potency, µM (top dose mostly 46.1 µM), inactives show at the highest dose activity, negative = inhibition, hits mostly inhibitors; HepG2 CAGA-GFP TGF-b/SMAD3 reporter, GFP fluorescence, 18 h; TGF-beta stimulated, 500 pg/mL final; actives 1.2% (n = 410,000); AID 588855; also: potency is read from the fitted curve at half-maximal effect; % is scaled to controls: 0 for no effect and ±100 for the full control effect; nearly all actives have a fitted effect of over 65% in size
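Smad-responsive CAGA-GFP expression was quantified in HEPG2 cells exposed to compounds and 500 pg/mL final TGF-beta for 18 h at 37 degrees C; unstimulated wells defined full inhibition.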
EPAC2 ag – agonists of human EPAC2 (RAPGEF4); EPAC2 activation, biochemical qHTS; response scale: 100% = 6.5 mM cAMP response; Q8WZA2; actives 0.079% (n = 360,000); Potency, µM (titrated, usually from 154 µM), inactives show at the highest dose activation, usual class: activators; also: potency is read from the fitted curve at half-maximal effect; nearly all actives have a fitted effect of over 50% in size
Target sequence (Q8WZA2 whole entry, looked up): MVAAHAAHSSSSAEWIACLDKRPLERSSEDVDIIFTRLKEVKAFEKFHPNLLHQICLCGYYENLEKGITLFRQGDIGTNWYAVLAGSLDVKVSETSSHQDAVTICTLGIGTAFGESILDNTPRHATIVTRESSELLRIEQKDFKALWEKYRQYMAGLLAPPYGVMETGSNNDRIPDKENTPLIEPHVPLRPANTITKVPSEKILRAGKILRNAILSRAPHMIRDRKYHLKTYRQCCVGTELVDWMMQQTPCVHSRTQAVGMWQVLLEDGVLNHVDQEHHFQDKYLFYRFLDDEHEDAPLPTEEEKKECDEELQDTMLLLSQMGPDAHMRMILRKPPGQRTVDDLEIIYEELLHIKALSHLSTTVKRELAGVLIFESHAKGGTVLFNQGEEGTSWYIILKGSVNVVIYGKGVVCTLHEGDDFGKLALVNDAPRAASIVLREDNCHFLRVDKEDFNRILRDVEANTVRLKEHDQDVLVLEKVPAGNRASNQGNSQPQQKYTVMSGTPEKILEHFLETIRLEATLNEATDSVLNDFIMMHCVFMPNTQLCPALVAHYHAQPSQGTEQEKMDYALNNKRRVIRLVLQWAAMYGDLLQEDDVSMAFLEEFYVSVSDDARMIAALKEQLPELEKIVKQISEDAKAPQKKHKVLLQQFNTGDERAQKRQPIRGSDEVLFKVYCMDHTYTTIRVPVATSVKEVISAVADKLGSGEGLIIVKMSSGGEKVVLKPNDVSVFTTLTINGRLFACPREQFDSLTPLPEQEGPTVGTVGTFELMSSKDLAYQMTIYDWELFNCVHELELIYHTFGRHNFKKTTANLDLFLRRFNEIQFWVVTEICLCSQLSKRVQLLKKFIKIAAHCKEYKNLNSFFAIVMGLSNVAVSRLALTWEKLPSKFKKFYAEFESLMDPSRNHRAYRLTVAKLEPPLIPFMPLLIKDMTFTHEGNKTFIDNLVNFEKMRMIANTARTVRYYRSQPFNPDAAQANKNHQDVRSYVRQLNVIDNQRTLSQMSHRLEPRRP
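Compounds were added across a concentration range to EPAC2 (100 nM), RAP1B-BODIPY-GDP (250 nM) and GDP (50 uM). After 5 min at room temperature, fluorescence was recorded at 5-min intervals for 30 min.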
HepG2 viability – counter-screen for TGF-b inhibitors: cytotoxicity in HepG2 cells | HepG2 CAGA-GFP viability, ATP luminescence, 18 h | AID 588856 | actives 0.76% (n = 410,000) | Potency, µM (top dose mostly 46.1 µM), without a hit: at the highest dose activity change, negative = cytotoxicity, usual class: cytotoxic; also: potency is read from the fitted curve at half-maximal effect; some results filed as inactive show a strong effect at the top dose
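CellTiter-Glo luminescence gave cytotoxicity after 18 hours at 37 degrees C. The cells were HepG2 CAGA-GFP in 1% FBS DMEM, stimulated with 500 pg/mL TGF-beta after compound addition. %Activity was normalised to no-cell wells (complete cell-killing) and DMSO (no toxicity), and curves were fitted and classified.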
IL-2 act – IL-2 activation; IL-2 activation reporter assay, cell-based qHTS; stimulated with anti-CD3/CD4/CD28 beads; in transgenic mouse T cells; AID 652025; actives 0.065% (n = 360,000); activation, % (series mostly up to about 46 µM); in the data active = activation above about 50%; inconclusive = mostly about 30% to 49%; also: 0% is about no effect
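Unstimulated transgenic mouse T cells preincubated 60 min with compound, then stimulated with anti-CD3/anti-CD4-coated beads plus anti-CD28 for 18 h at 37 degrees C. IL-2 response read as EGFP and DsRed fluorescence by plate cytometry.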
ATXN2 expr inh – reduces ATXN2 reporter expression in HEK-293 cells. actives 0.72% (n = 360,000). Potency, µM (doses to about 57 µM), for inactives: top-dose activity change, negative = inhibition, most hits filed as inhibitors. HEK-293 ATXN2-luciferase reporter, luminescence, 24 h; also: potency is read from the fitted curve at half-maximal effect; % is scaled to controls: 0 for no effect and ±100 for the full control effect; nearly all actives have a fitted effect of over 55% in size
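ATXN2-luciferase reporter cells (luciferase flanked by upstream and downstream ATXN2 gene portions) were treated 24 h at 37 °C with compounds at up to 57 uM. SteadyGlo luminescence gave expression; GF-AFC fluorescence gave viability.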
* hit, by the source's call; i = inactive; ? = inconclusive; . = not tested or not shown; & = joins results of further samples; [ ] = dose if it differs, or a comment. Unless noted, calls follow the shape of the dose curve; as a rule, active = well fitted curve in the direction sought with a large enough effect; inconclusive = small, poorly fitted or top-dose-only effect, or another doubt; inactive = no such curve, though single readings can be large; an effect the other way counts as inactive or inconclusive.

| SMILES | HepG2 viability | S2 tox | Nrf2 inh | IL-2 act | EPAC2 ag | Nrf2 ARE act | ATXN2 expr inh | A549 viability | TGFb inhibitor |
| --- | --- | --- | --- | --- | --- | --- | --- | --- | --- |
| O=C(Nc1ccc(S(=O)(=O)Nc2nccs2)cc1)C1CC(=O)N(c2ccccc2)C1 (configuration not stated) | -1% | i | 19% | 0.8 | 8% | -0.8% | 17% | 1% | -4% |
| O=C(c1ccc(Cl)cc1[N+](=O)[O-])N1CCOCC1 | 2% | i | 1% | 0.9 | 0% | -0.4% | -16%[11.3 µM] | 0% | 10% |
| N=c1ccn(Cc2ccccc2Cl)cc1 | -14% | i | . | 0.2 | 3% | -0.1% | -20% | ? | -30% |
| COc1ccc(N(CC(=O)NCc2ccccc2Cl)S(=O)(=O)c2c(C)noc2C)cc1 | -5% | i | -19% | -2.8 | 0% | -0.6% | -5% | -5% | 6% |
| COc1ccc(OC)c(S(=O)(=O)Nc2cc3c(cc2C)n(C)c(=O)c(=O)n3C)c1 | 3% | . | 7% | . | . | 5.5% | . | 1% | ? |
| CCCNC(=O)C1(C)CCCN(Cc2cc(-c3ccccc3)nn2C)C1 (configuration not stated) | -31% | i | . | -0.9 | 4% | -0.5% | 0% | . | -16% |
| COCCN(C(=O)CSc1nc2ccccc2o1)c1c(N)n(Cc2ccccc2)c(=O)[nH]c1=O | -10% | i | -13% | 1.2 | 6% | -0.5% | . | -3% | 16% |
| COc1cccc(OCCCn2ccnc2)c1 | -37% | i | -9% | -0.5 | 6% | -0.6% | ? | -9% | ? |

(further entries)
| SMILES | HepG2 viability | S2 tox | Nrf2 inh | IL-2 act | EPAC2 ag | Nrf2 ARE act | ATXN2 expr inh | A549 viability | TGFb inhibitor |
| --- | --- | --- | --- | --- | --- | --- | --- | --- | --- |
| COC(=O)c1ccc(CNC(=O)c2ccc(S(=O)(=O)N3CCCCCC3)cc2)cc1 | 0% | i | ? | -0.1 | -8% | -1.0% | -7% | 0% | -1% |
| COc1ccccc1Nc1ccc2nonc2c1[N+](=O)[O-] | -7% | i | -8% | 0.8 | 7% | 2.4% | -4% | -14% | -13% |
| Fc1ccc(OCc2nc(-c3ccncc3)n[nH]2)cc1 | 2% | i | 2% | 0.8 | 8% | -0.2% | -25% | 1% | -5% |
| COc1ccc(CN(C)CCCn2cnc(C(=O)Nc3ccc(C)c(C)c3)n2)cc1OC | -1% | i | 2% | 0.1 | 8% | 0.8% | -9% | -3% | 5% |
| CCC(=O)N1CCC1(C)C(=O)Nc1cccc(OC)c1 (configuration not stated) | 3% | i | . | -0.1 | 7% | 0.6% | 8% | . | 6% |
| COC(=O)C1=C(C)C(c2ccc(OC)cc2)NC(=S)N1 (configuration not stated) | 5% | i | -2% | -2.2 | 3% | -1.0% | 4% | 3% | -10% |
| CCOc1ccccc1CNC(=O)CN1C(=O)CCc2cc(S(=O)(=O)N3CCCCC3)ccc21 | -17% | i | . | . | . | 5.6% | -17% | 2% | -6% |
| CC(C)(C)NC(=S)NC(=O)C12CCC3CC(CC(C3)C1)C2 | -23% | i | 0% | -0.1 | 14% | -0.1% | -3% | 6% | -5% |

New compounds follow:
| SMILES | HepG2 viability | S2 tox | Nrf2 inh | IL-2 act | EPAC2 ag | Nrf2 ARE act | ATXN2 expr inh | A549 viability | TGFb inhibitor |
| --- | --- | --- | --- | --- | --- | --- | --- | --- | --- |
| Cc1ccc(S(=O)(=O)Nc2ccc(F)cc2)cc1C(=O)N1CCOCC1 | 6% | i | 1% | -0.3 | 1% | -0.9% | -12% | -8% | 4% |
| CCN(CC)S(=O)(=O)c1ccc(N2CC(C(=O)NCc3cccnc3)CC2=O)cc1 (configuration not stated) | 6% | i | 2% | -0.3 | 9% | -0.3% | -7% | 4% | 3% |
| O=C(c1ccc(=O)[nH]n1)N1CCN(S(=O)(=O)c2ccc(C(F)(F)F)cc2)CC1 | 0% | i | 7% | 3.5 | 5% | -1.4% | . | 1% | 12% |
| COc1ccccc1-c1cc2nc(C)c(CCC(=O)NCc3ccco3)c(C)n2n1 | -1% | i | ? | -1.1 | 7% | -0.3% | ? | ? | 4% |
| O=S1(=O)N=C(N2CCN(Cc3ccc4c(c3)OCO4)CC2)c2ccccc21 | -22% | i | 0% | -2.4 | 9% | 0.2% | -1% | 3% | -10% |
| O=c1cc(-c2ccccc2)c2cc(Cl)c(O)c(CN3CCOCC3)c2o1 | 6% | . | 1% | 0.1 | 8% | 2.0% | 4% | 4% | 6% |
| O=C(CSc1nnnn1CCCO)Nc1ccc2c(c1)OCO2 | -18% | i | -7% | 1.5 | 13% | 4.4% | -6% | -1% | -14% |
| CCN(Cc1ccccc1)C(=O)CSc1n[nH]c(N)n1 | 6% | i | -1% | 0.1 | 3% | 0.0% | 2% | ? | 5% |

Next part.
| SMILES | HepG2 viability | S2 tox | Nrf2 inh | IL-2 act | EPAC2 ag | Nrf2 ARE act | ATXN2 expr inh | A549 viability | TGFb inhibitor |
| --- | --- | --- | --- | --- | --- | --- | --- | --- | --- |
| Cc1ccc(N2CC(NC(=O)c3ccc(S(=O)(=O)N4CCOCC4)cc3)CC2=O)cc1 (configuration not stated) | -5% | . | . | . | . | -0.4% | . | -1% | -4% |
| CC(=O)c1cnc2c(-c3ccc(Cl)cc3)cnn2c1C | -24% | i | ? | -0.3 | 10% | 2.8% | 58%[activator] | -1% | 5% |
| O=C(CSc1ccc(Cl)cc1Cl)N1CCC(c2nc3ccccc3s2)CC1 | -41% | i | . | 0.8 | 12% | 0.2% | -16% | -3% | ? |
| Cn1c(=O)cc(OCC(=O)N2CCC(N3CCCCC3)CC2)c2ccccc21 | -15% | i | 4% | -2.9 | 5% | 28% | 28% | 2% | 1% |
| FC(F)(F)c1cccc(OCCOCCn2cncn2)c1 | -8% | i | 9% | -0.8 | -6% | -0.1% | -6% | 8% | -5% |
| Cc1cn(CC(=O)NCC(c2ccccc2)c2ccccc2)c(=O)[nH]c1=O | -24% | i | -1% | 1.1 | 5% | -0.9% | 1% | -2% | -7% |
| CCOC(=O)C1=C(C)NC(=O)NC1c1cc2c(cc1Br)OCO2 (configuration not stated) | -1% | i | -1% | 1.8 | -14% | 0.1% | -6% | -2% | -1% |
| CC(=O)c1ccccc1C(=O)N(C)C1CCCN(Cc2ccccc2F)C1 (configuration not stated) | -19% | i | 0% | 0.0 | 9% | 0.0% | 2% | -9% | 7% |

(continued)
| SMILES | HepG2 viability | S2 tox | Nrf2 inh | IL-2 act | EPAC2 ag | Nrf2 ARE act | ATXN2 expr inh | A549 viability | TGFb inhibitor |
| --- | --- | --- | --- | --- | --- | --- | --- | --- | --- |
| COc1ccc(OC)c(NC(=O)NNC(=O)c2cc3occc3[nH]2)c1 | -25% | i | 5% | -0.8 | 8% | 16% | . | 0% | ? |
| CCCCCCNc1nc2c(c(=O)n(C)c(=O)n2C)n1Cc1cccc(C)c1 | -12% | i | . | . | . | -0.7% | -10% | 15% | 14% |
| Cc1ccc(N(CCC#N)C(=O)COC(=O)c2cc(C)oc2C)cc1 | 2% | ? | 13% | -1.3 | 5% | -0.2% | -6% | -4% | -2% |
| COc1cccc(-c2cc(C(=O)O)c3cc4ccccc4cc3n2)c1OC | -5% | i | . | -3.6 | 2% | 2.4% | . | . | 10% |
| Cc1ccc(-c2nc(CN(C)C)cc(CN(C)C)c2O)cc1 | -4% | i | 1% | 1.6 | 7% | 0.0% | 1% | 13% | 9% |
| Nc1cc(S(=O)(=O)N2CCCCC2)ccc1N1CCCCC1 | -39% | i | ? | 4.7 | 8% | 0.1% | 6% | -12% | ? |
| NC(=O)c1ccsc1NC(=O)CCS(=O)(=O)c1ccccc1 | 2% | i | 8% | 4.8 | -3% | 13% | 54%[activator] | 1% | ? |
| O=C(NCC(=O)N1CCN(S(=O)(=O)c2ccccc2F)CC1)c1ccc2c(c1)OCO2 | -3% | i | 3% | -0.9 | 4% | 1.3% | 5% | 4% | -2% |

Next section:
| SMILES | HepG2 viability | S2 tox | Nrf2 inh | IL-2 act | EPAC2 ag | Nrf2 ARE act | ATXN2 expr inh | A549 viability | TGFb inhibitor |
| --- | --- | --- | --- | --- | --- | --- | --- | --- | --- |
| CCOC(=O)C1CCCN(C(=O)C2CCN(S(=O)(=O)c3c(C)noc3/C=C/c3ccccc3F)CC2)C1 (configuration not stated) | 2%&-4% | i | 4% | -2.3 | 1% | 0.2%&13% | 5% | -4%&0% | 2%&-1% |
| CCOC(=O)c1c(C)[nH]c(O)c1C=Nc1ccc(C(F)(F)F)cc1 | -30% | i | 8% | -2.9 | -21% | 4.9% | 2% | -15% | -9% |
| O=C(c1ccc(CS(=O)(=O)c2c(Cl)cccc2Cl)o1)N1CCCC1 | -22% | i | -17% | 0.5 | 8% | -0.6% | -16% | 0% | 3% |
| Cc1ccc(C(=O)CN2C(=O)NC3(CCCCCC3)C2=O)c(C)c1 | 6% | i | ? | -3.5 | -5% | 0.1% | 60%[activator] | -4% | 0% |
| C(=N\c1nc2ccccc2n1Cc1ccccc1)/c1cccs1 | -13% | i | 5% | -1.0 | 6% | 2.4% | -9% | 29% | -7% |
| CCc1nn(CC(=O)NCCCN2CCN(C)CC2)c(=O)c2cc3sccc3n12 | -14% | i | 0% | 1.1 | 7% | -0.2% | 1% | 0% | 5% |
| CN(C)S(=O)(=O)c1ccc(C(=O)OCc2ccc([N+](=O)[O-])cc2)cc1 | -12% | i | ? | 0.3 | 8% | 5.4% | . | 7% | -22% |
| Cc1ccc(C(=O)N/N=C/c2nc3ccccc3n2C)cc1 | -15% | ? | ? | 7.5 | 11% | 2.9% | ? | ? | -7% |
